Bioassay records: PubChem BioAssay, Sanford-Burnham Center for Chemical Genomics
TAG inh = inhibitors of triacylglycerol accumulation; H9c2 cells, Nile Red lipid (TAG) fluorescence; cells loaded with 200 µM oleic acid; inhibition, % at 12.5 µM; 230,000 tested, 0.66% active; AID 651582;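 active = pattern-corrected inhibition of lipid staining of at least 50% with the nuclear-stain viability signal not falling by more than 50%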;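 note: 0% = DMSO wells and 100% = triacsin C control wells; some results filed as inactive read as strong as hits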
TAG inh DAPI viability = second read-out of TAG inh, no call of its own (marks repeat the call); DAPI nuclei signal change (viability), lower = more cytotoxic, %;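 whole-well DAPI fluorescence read on a plate reader as a viability signal; minus 50 percent equals half of cells still viable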
* = called active by the depositor. An excerpt (hit frequency here may not be typical).

Order of results – TAG inh | TAG inh DAPI viability
> CC(=O)Nc1ccc(-c2ccnc3c2CC(C(=O)NCc2cccc(Cl)c2)O3)cc1 (configuration not stated)
  58* | -40*
> COc1cc(OC)cc(C(=O)N[C@H](C(=O)OCC(=O)c2ccc3c(c2)NC(=O)CO3)C(C)C)c1
  14 | -16
> COc1ccc(N2CCN(C(=O)c3cc(-c4cc(OC)ccc4OC)nc4ccccc34)CC2)cc1
  9 | 6
> O=C(COc1ccccc1)Nc1ccccc1NS(=O)(=O)c1cccs1
  -8 | -3
> COc1ccc(-c2nc3n(c2C)CCC3)cc1
  7 | -7
> N#CC(C(=O)NC1CCCCC1)c1nc2ccccc2nc1N1CCN(c2ccccc2F)CC1 (configuration not stated)
  12 | -11
> O=C1Nc2ccccc2C(O)(C(=O)NC2CC2)N1c1ccc(Cl)c(Cl)c1 (configuration not stated)
  6 | -8
> CCCCc1nnc(NC(=O)CCN2C(=O)C3CC=CCC3C2=O)s1 (configuration not stated)
  -12 | 16
> O=C(O)c1ccc(NC2=C/C(=N/S(=O)(=O)c3cccs3)c3ccccc3C2=O)cc1
  -3 | 3
> CC(C)c1ccc(C(=O)NC(=S)NCc2cccnc2)cc1
  -12 | 5
> O=C(CSc1ccc2nnc(-c3ccncc3)n2n1)Nc1ccc2c(c1)OCO2
  -2 | -3
> CC1(Oc2ccccc2-c2ccno2)CCN(Cc2ccc(-c3ccccc3)o2)C1 (configuration not stated)
  -15 | 12
> CC(C)=CCN1CCN(Cc2cccnc2)CC1CCO (configuration not stated)
  -4 | 6
> O=C(Cc1ncc(C(F)(F)F)cc1Cl)NCCc1ccccc1
  -2 | -3
> CN(C)c1ccc(-c2csc(C(O)(c3ccccc3)C(F)(F)F)n2)cc1 (configuration not stated)
  -32 | 0
> COc1cccc(CNc2nc(NCC3CC3)nc3ccsc23)c1
  -24 | 28
> CC1CC(=S)Nc2ccccc2S1 (configuration not stated)
  -8 | 6
> O=C(O)CC1=C(Nc2ccccc2)C(=O)N(c2ccccc2)C1c1ccc(Br)cc1 (configuration not stated)
  5 | 1
> C/C=C(/C)C(=O)Nc1cccc(C2=NOC3(C2)C[C@@H](C(N)=O)N(C(=O)CC(c2ccccc2)c2ccccc2)C3)c1 (some centres not stated)
  14 | 3
> CCCC(=O)Nc1ccc(NC(=O)c2ccccn2)cn1
  10 | -4
> O=C1C=C(Nc2ccccc2C(=O)O)c2ccccc2C1=O
  -8 | -3
> O=C(COC(=O)C1CC1)NCc1ccccc1Cl
  -9 | -5
> O=C(NN1C(=O)NC2(CCCCC2)C1=O)c1cccs1
  2 | 3
> Cc1ccc(S(=O)(=O)NC(CC(=O)N2CCc3ccccc32)c2ccco2)cc1 (configuration not stated)
  5 | -2
> O=[N+]([O-])c1ccc(Cc2ccccn2)cc1
  -7 | -7
> Cc1nc2cc(-c3ccccc3)sc2c(=O)n1N
  10 | -4
> CCOc1ccc(NS(=O)(=O)c2ccc3[nH]c(=O)[nH]c3c2)cc1
  4 | -2
> CCS(=O)(=O)NCCc1ccc(OC)c(OC)c1
  -14 | -2
> COc1ccccc1N1CC(C(=O)OC(C)C(=O)N2CCCc3ccccc32)CC1=O (configuration not stated)
  6 | -3
> CCOC(=O)c1c(NC(=O)COC(=O)CCOc2ccc(OCC)cc2)sc(C(=O)N(C)C)c1C
  21 | -3

Entries from the list above that contain a halogen (7):
Order of results – TAG inh | TAG inh DAPI viability
> CC(=O)Nc1ccc(-c2ccnc3c2CC(C(=O)NCc2cccc(Cl)c2)O3)cc1 (configuration not stated)
  58* | -40*
> N#CC(C(=O)NC1CCCCC1)c1nc2ccccc2nc1N1CCN(c2ccccc2F)CC1 (configuration not stated)
  12 | -11
> O=C1Nc2ccccc2C(O)(C(=O)NC2CC2)N1c1ccc(Cl)c(Cl)c1 (configuration not stated)
  6 | -8
> O=C(Cc1ncc(C(F)(F)F)cc1Cl)NCCc1ccccc1
  -2 | -3
> CN(C)c1ccc(-c2csc(C(O)(c3ccccc3)C(F)(F)F)n2)cc1 (configuration not stated)
  -32 | 0
> O=C(O)CC1=C(Nc2ccccc2)C(=O)N(c2ccccc2)C1c1ccc(Br)cc1 (configuration not stated)
  5 | 1
> O=C(COC(=O)C1CC1)NCc1ccccc1Cl
  -9 | -5

The listing picks up, starting four compounds before the break.
Order of results – TAG inh | TAG inh DAPI viability
> CCOc1ccc(NS(=O)(=O)c2ccc3[nH]c(=O)[nH]c3c2)cc1
  4 | -2
> CCS(=O)(=O)NCCc1ccc(OC)c(OC)c1
  -14 | -2
> COc1ccccc1N1CC(C(=O)OC(C)C(=O)N2CCCc3ccccc32)CC1=O (configuration not stated)
  6 | -3
> CCOC(=O)c1c(NC(=O)COC(=O)CCOc2ccc(OCC)cc2)sc(C(=O)N(C)C)c1C
  21 | -3
> COc1ccccc1-c1nnc(NC(=O)CSc2nncn2C)s1
  0 | 4
> CC1Cc2ccccc2N1S(=O)(=O)c1cnc(Cl)c(Br)c1 (configuration not stated)
  2 | 1
> COc1ccc(Nc2nc(-c3ccccc3)nc3ccccc23)c(OC)c1
  26 | 65
> O=C1CC(c2ccc(O)cc2)Oc2ccccc21 (configuration not stated)
  -1 | -5
> CCOC(=O)C1CCN(C(=O)CCN2C(=O)C3C4C=CC(C4)C3C2=O)CC1 (configuration not stated)
  -13 | 5
> O=C(NCC(=O)N1CCCC(C(F)(F)F)C1)c1cccs1 (configuration not stated)
  6 | -4
> O=C(NCCC1CCCCN1S(=O)(=O)c1ccc(F)cc1)C(=O)NC1CCCC1 (configuration not stated)
  11 | -8
> CC(C)(C)C1CCC(=NNC(=O)C(=O)NCc2cccnc2)CC1 (configuration not stated)
  5 | -15
> C/C=C/C(=O)OCC(=O)Nc1ccc(F)cc1Cl
  4 | -1
> NS(=O)(=O)c1ccc(NC(=O)COC(=O)c2ccc(Cl)cc2[N+](=O)[O-])cc1
  14 | -3
> COC(=O)N(C)C[C@@H]1OCc2cn(nn2)CCCC(=O)N([C@@H](C)CO)C[C@H]1C
  8 | -2
> CC1(Cc2ccc(F)cc2)C(=O)Nc2c(Cl)cccc21 (configuration not stated)
  -11 | -4
> Cc1oc(-c2ccccc2)[n+]([O-])c1C
  -4 | -2
> Cc1nnsc1C(=O)N/N=C/c1ccccc1Cl
  8 | -2
> Cc1cc(C)c(NC(=O)CSc2nc(=O)n3cc(C)ccc3n2)c(C)c1
  -6 | 3
> CN(C)C(=O)c1cc(Br)ccc1Cl
  -19 | 24
> COc1ccc(NC(=O)CN2C(=O)c3ccccc3Sc3ccc(C(=O)N4CCOCC4)cc32)c(OC)c1
  -26 | 7
> NS(=O)(=O)c1cccc(NC(=O)COC(=O)c2cc([N+](=O)[O-])ccc2N2CCCC2)c1
  12 | -9
> Cc1ccc(NC(=O)/C=C/c2ccco2)cc1S(=O)(=O)N1CCCCCC1
  4 | 4
> CN1C(=O)CC2(CC(=O)N(Cc3ccccc3)C2)C1=O (configuration not stated)
  3 | 1
> Cc1nnc(N2CCN(Cc3ccccc3)CC2)[nH]c1=O
  -2 | -7
> CC(OC(=O)CCOc1ccccc1)C(=O)NC1CC1 (configuration not stated)
  0 | 14
> Cc1ccc(C(=O)N2CCN(S(=O)(=O)c3ccccc3)CC2)cc1
  11 | 70
> CCn1ncc(Br)c1C(=O)Nc1ccccc1OC
  -5 | 15
> Cc1ccc(NC(=O)N2CCC(NC(=O)c3ccccc3C)CC2)cc1
  17 | -5
> Cc1ccnc(SCc2cc(=O)c(OC(=O)c3ccccc3)co2)n1
  -6 | 7
> Cc1nc2ccccc2n1C(=O)N1CCOCC1
  0 | 7
> COc1cc(NC(=O)CN2CCN(C(=O)C3CCCO3)CC2)c(OC)cc1Cl (configuration not stated)
  11 | -10
> CCOC(=O)COc1cc(O)c2c(=O)cc(-c3ccccc3)oc2c1
  16 | -4
> NC(=O)c1ccc[n+](CC(=O)c2ccc(Br)cc2)c1
  16 | -3

Order of results – TAG inh | TAG inh DAPI viability
> C[C@]1(C(=O)O)C=C[C@@H](Cc2ccccc2)N1C(=O)c1ccccc1
  17 | 10
> CC(=O)Nc1cc(-c2ccc(N)cc2)cn2c(-c3cccc(C(F)(F)F)c3)cnc12
  3 | -5
> CN(CC(=O)Nc1ccc(N2CCOCC2)cc1)C(=O)C12CC3CC(CC(C3)C1)C2
  -16 | -2
> CN1CCN(CC(=O)C23CC4CC(CC(C4)C2)C3)CC1
  -25 | 8
> CCOc1cc(/C=N/NC(=O)c2ccncc2)ccc1OC(=O)c1ccccc1
  -8 | -4
> CC1CC(=O)N(c2ccc(C(C)C)cc2)C(=O)C1
  11 | 0
> O=C(Nc1ccnn1C1CCN(C(=O)c2c(F)cccc2F)CC1)C1CC1
  0 | -1
> COc1ccccc1C(=O)OCC(=O)NC12CC3CC(CC(C3)C1)C2
  1 | -6
> CN1c2ccccc2C(=O)C(=C2SCCCS2)S1(=O)=O
  -3 | 1
> COc1ccccc1-c1nnc(SC(C)C(=O)Nc2ccc(C(N)=O)cc2)o1 (configuration not stated)
  -3 | 0
> CC(C)(C)[C@@H]1COC(=O)[C@@H](NC(=O)OCC2c3ccccc3-c3ccccc32)C/C=C\C[C@@H](CC(=O)NCCO)C(=O)N1
  -19 | 3
> Cc1nc2cc(S(=O)(=O)N(C)C)ccc2n1-c1ccccc1
  6 | 10
> CCC(C)NC(=O)CCS(=O)(=O)c1ccc(Br)s1 (configuration not stated)
  -2 | 7
> COC(=O)CNC(=O)c1c(-c2ccccc2Cl)noc1C
  -17 | 10
> CS(=O)(=O)c1cccc(C(=O)OCC(=O)c2ccc3c(c2)OCCO3)c1
  11 | 0
> O=C(Nc1ccc(CN2CCOCC2)cc1)c1cccc(-c2cc3ccccc3oc2=O)c1
  6 | 11
> CCOc1cc(/C=C2\N=C(SCC)SC2=O)cc([N+](=O)[O-])c1OC(C)=O
  -5 | 8
> COc1cc(-c2c(-c3ccc4c(c3)OCO4)noc2-c2ccsc2)ccc1F
  7 | 0
> COc1cccc(CNC(=O)c2ccc(C)c(NC3=NC4CS(=O)(=O)CC4S3)c2)c1 (configuration not stated)
  7 | -7
> COc1nc(-c2ccncc2)nc2ccccc12
  -6 | 0
> Cc1[nH]n(C)c(=O)c1C(=O)c1c(-c2ccccc2Cl)noc1C
  -5 | 5
> COc1cc2ccccc2cc1C(=O)NC1CCCC1
  -12 | 6
> CCCOc1ccc(/C=c2\sc3nc(-c4ccco4)nn3c2=O)cc1OCC
  -3 | 6
> Cc1ccccc1OCC(=O)Nc1ccc(C(=O)Nc2ccccc2C(=O)O)cc1
  2 | -1
> CC(=O)c1ccc(S(=O)(=O)NCC(=O)Nc2nc3ccccc3[nH]2)cc1
  -2 | 2
> COc1ccc2nc(SCC(=O)N(C)C3CCCCC3)[nH]c2c1
  -11 | -3
> [N-]=[N+]=CC(=O)C(c1ccccc1)(c1ccccc1)c1ccccc1
  16 | 3
> CC(OC(=O)CCN=C1NS(=O)(=O)c2ccccc21)C(=O)NCc1ccccc1 (configuration not stated)
  13 | -4
> O=C(COC(=O)c1cccc(C(=O)OCC(=O)NC2CCCCC2)n1)NC1CCCCC1
  6 | 1
> COc1ccccc1-c1nc(-c2ccc(C(=O)O)cc2)no1
  10 | -9

Order of results – TAG inh | TAG inh DAPI viability
> O=C(NCC1CCCN(Cc2nccs2)C1)c1cccc2ccccc12 (configuration not stated)
  9 | 3
> OCCN1CCN(c2nc(NCc3ccco3)c3ccccc3n2)CC1
  6 | 8
> COc1ccc(NC(=O)c2ccc(NC(=O)CN3CCN(c4ccccc4)CC3)cc2)cc1
  4 | 17
> COc1ccccc1C(=O)Nc1ccnn1C1CCN(Cc2cc(C)c(C)cc2C)CC1
  -8 | 6
> CC(=O)N1CCN2C(=O)C1CCCC(=O)c1cc(C)ccc12 (configuration not stated)
  4 | -5
> CC(=O)c1cccc(NC=C2C(=O)OC3(CCCCC3)OC2=O)c1
  -6 | 1
> CS(=O)(=O)N(CCc1ccccc1)CC(=O)NCc1ccccc1
  -17 | 9
> COC(=O)C1=C(N)Oc2cc(C)n(Cc3cccnc3)c(=O)c2C1c1ccc(OC)c(OC)c1 (configuration not stated)
  15 | -7
> CSCCC(NS(=O)(=O)c1cccc(C(F)(F)F)c1)C(=O)N(C)Cc1ccc2c(c1)OCCO2 (configuration not stated)
  4 | -5
> CS(=O)(=O)Nc1ccc(S(=O)(=O)N2CCCC2)cc1
  3 | -4
> C[C@H](CO)N1C[C@H](C)[C@@H](CN(C)Cc2ccccc2)Oc2c(NC(=O)C3CC3)cccc2C1=O
  11 | 3
> CC(=O)Nc1ccc(SCC(=O)NC(=O)c2ccc(Cl)cc2)cc1
  -9 | 9
> Cc1cccc(C(=O)NCCC(=O)NCc2ccccc2F)c1
  11 | 2
> CCN(CC)C(=O)CSc1nc2ncc(Cl)cc2[nH]1
  -9 | 6
> COC(=O)C1CSC(C(=O)OC)N1C(=O)CN1CCN(c2ccccc2)CC1 (configuration not stated)
  1 | -2
> CCc1cc(/C(Cc2ccc3ccccc3n2)=N\O)c(O)cc1O
  -13 | 4
> S=C(c1c[nH]c2ccccc12)N1CCCC1
  -4 | -7
> COc1cc(CC(=O)OCC(=O)c2ccc3c(c2)OCCO3)cc(OC)c1OC
  68* | -31*
> Cc1c(Cl)cccc1NC(=O)Nn1cnnc1
  -11 | -4
> O=C(CCCc1c[nH]c2ccccc12)N1CCCCCC1
  0 | 5
> COc1cc(NC(=O)CNC(=O)Cn2cnc3sc(C)c(C)c3c2=O)cc(OC)c1OC
  14 | -5
> CCOC(=O)CNC(=O)C12CC3CC(CC(C3)C1)C2
  4 | -9
> CC(C)c1nc2ccccn2c1NC1CCCCC1
  -11 | 10
> CC1(C)Cc2nc3sc4c(NCCO)ncnc4c3cc2CS1
  -7 | 8
> CC1(C)Cc2c(sc(NC(=O)COc3ccc(Cl)cc3Cl)c2C(N)=O)C(C)(C)N1
  25 | 1
> Cn1c(SCC2CCCCC2)nnc1-c1ccncc1
  4 | 1
> CS(=O)(=O)c1ccc(Cl)c(NC(=O)COC(=O)CNC(=O)c2cccs2)c1
  -5 | -2
> CC(OC(=O)CC1CCCC1)C(=O)Nc1ccc(Cl)cn1 (configuration not stated)
  -13 | 2
> Cc1csc(NC(=O)C2CCN(S(=O)(=O)c3cccs3)CC2)n1
  17 | -7
